Compound activity (PubChem)
RNase H inhibition – RNase H inhibition, HIV 1 Gag Pol polyprotein, FRET biochemical assay, screening (AID 372); hit rate 0.77% among 100,000; inhibition, % at 10 µM, or IC50 in µM where a hit was titrated; HIV-1 RT RNase H, FRET RNA/DNA substrate fluorescence; higher % means a stronger effect; in the data active = inhibition above about 50%
* = called active by the depositor. This is a subset (hit frequency here may not be typical).

canonical_smiles	RNase H inhibition
COc1cccc(/C=C2\SC(N3CCCC3)=NC2=O)c1	15.0%
O=c1/c(=C/c2cccc(OCc3c(Cl)cccc3Cl)c2)sc2nc3ccccc3n12	15.0%
O=C(CCC1CCCC1)Nc1cc(Cl)ccc1Cl	0.0%
CC(=O)Oc1ccc2c(=O)c(Oc3ccccc3C)c(C)oc2c1C	0.0%
Cc1ccc(S(=O)(=O)c2cc(OC(=O)c3ccco3)ccc2OC(=O)c2ccco2)cc1	12.0%
O=C1/C(=C\c2ccco2)SC(=S)N1c1cccc(Cl)c1	7.0%
CCCCNC(=O)NC1C(NC(=O)NCCCC)N(C)C(=O)N1C (stereo not given)	0.0%
COc1cc(C)ccc1OCCCCOc1cccc2cccnc12	20.0%
COC(=O)C1=C(C)NC2=C(C(=O)CC(C)(C)C2)C1c1ccc(OCc2ccccc2Cl)c(OC)c1 (stereo not given)	4.0%
CCc1nnc(NS(=O)(=O)c2ccc(NS(=O)(=O)c3ccc(C)cc3)cc2)s1	0.0%
CCc1ccc(-c2csc(-c3cccnc3)n2)cc1	29.0%
COC(=O)c1ccc(/C=C2/C(=O)NN(c3ccc(C)cc3)C2=O)cc1	10.0%
O=c1oc2ccccc2cc1-c1csc(Cc2nc(-c3cc4ccccc4oc3=O)cs2)n1	18.0%
COC(=O)c1ccccc1-c1ccc(/C=C2/SC(=S)N(c3ccccc3)C2=O)o1	16.0%
CCN1C(=O)/C(=C/c2ccc(OCCOc3ccc(C)cc3C)cc2)SC1=S	0.0%
CN(C)C1(c2cccnc2)CS(=O)(=O)C1	6.0%
Cc1ccc(/C=N/NC(=O)CSc2ccc(Cl)cc2)c(C)c1C	7.0%
CCOC(=O)C1=C(C)N=c2s/c(=C\c3ccc(-c4cc([N+](=O)[O-])ccc4OC)o3)c(=O)n2C1c1ccc(SC)cc1 (stereo not given)	21.0%
CCOc1ccc(/C=C(/C#N)C(=O)Nc2cccc(Br)c2)cc1	40.0%
O=C(NCc1cccs1)c1cc2n(n1)C(C(F)(F)F)CC(c1ccc(Cl)c(Cl)c1)N2 (stereo not given)	17.0%
O=C(Nc1ccc(S(=O)(=O)N2CCCCCC2)cc1)c1ccc(F)cc1	10.0%
CCOC(=O)c1c(CN2CCOCC2)n(C)c2cc(Br)c(O)cc12	10.0%
CCOC(=O)c1c(NC(=O)CC2Nc3ccccc3NC2=O)sc2c1CCCC2 (stereo not given)	1.0%
COc1ccc(OC(C)C(=O)Nc2ccc(C(=O)OC(C)C)cc2)cc1 (stereo not given)	2.0%
Clc1ccc2nc(N/N=C/c3nc4ccccc4[nH]3)nc(-c3ccccc3)c2c1	23.0%
O=C1CSC(c2ccccc2)N1CCc1ccccc1 (stereo not given)	3.0%
COc1cccc(C(=O)NNS(=O)(=O)c2ccccc2)c1	0.0%
CCOc1cc(C(=S)N2CCOCC2)cc(Br)c1OC(=O)c1cccc2ccccc12	5.0%
CS(=O)(=O)n1nnc2ccccc21	1.0%
CC(=O)Nc1ccc(NC(=O)c2ccc(OCC(C)C)cc2)cc1	2.0%
CC(C)COc1ccc(C(=O)Nc2cccc(NC(=O)c3ccccc3)c2)cc1	23.0%
C=CCOc1ccc(Br)cc1/C=C1/C(=O)NC(=O)N(c2ccccc2)C1=O	12.0%
Cc1ccc(OCCOc2ccc(Br)cc2/C=N\NC(N)=O)cc1	9.0%
CCCOc1ccc(-c2nnc(NC(=O)Nc3ccc(Cl)cc3)s2)cc1	0.0%
Cc1ccc(NC(=O)c2ccn(C(=O)Nc3ccccc3)n2)c(C)c1	0.0%
Cc1cc(=O)n2[nH]c(-c3cccs3)cc2n1	0.0%
COCCCNC(=O)C(=O)Nc1ccc(Cl)c(C(F)(F)F)c1	20.0%
COCCCNCCOCCOc1ccc(C)cc1Cl	9.0%
FC(F)(F)c1cccc(NC(=S)N2CCN(Cc3ccc4c(c3)OCO4)CC2)c1	0.0%
CCOc1cc(C(=S)N2CCOCC2)ccc1OCc1ccccc1	19.0%
c1ccc(N2CCN(c3ncnc4c3oc3ccccc34)CC2)cc1	4.0%
CCCCP(=O)(CCCC)CP(=O)(c1ccccc1)c1ccccc1	15.0%
COc1ccc(C2C3=C(CC(C)(C)CC3=O)Nc3ccccc3N2C(=O)Nc2ccc(Cl)c(Cl)c2)cc1 (stereo not given)	26.0%
NC(=O)c1c(NC(=O)c2cccs2)sc2c1CCCCC2	12.0%
CCOC(=O)c1cc(Br)c(Cl)cc1[N+](=O)[O-]	10.0%
Cc1cc(C)cc(N2C(=O)NC(=O)/C(=C\c3ccc(Br)s3)C2=O)c1	10.0%
CC(Oc1cccc(Cl)c1)C(=O)NCc1ccco1 (stereo not given)	0.0%
O=C1c2ccccc2C(=O)c2c1c(O)c1ccccc1c2Nc1ccccc1	9.0%
O=C(NN1CCOCC1)c1ccc(Cl)cc1Cl	1.0%
COc1ccc([N+](=O)[O-])cc1-c1ccc(/C=C(\C#N)C(=O)Nc2ccccc2)o1	10.0%

Next records follow:
canonical_smiles	RNase H inhibition
O=C1OC(c2ccccc2F)=N/C1=C\c1ccc2c(c1)OCO2	13.0%
O=C1CCCc2c1[nH]c1c(Br)cccc21	23.0%
O=C(NCC(F)(F)C(F)F)c1ccncc1	8.0%
O=c1cc(-c2ccc(Cl)cc2Cl)nc(-c2cccc([N+](=O)[O-])c2O)o1	22.0%
COc1ccccc1Nc1nc(Nc2ccccc2OC)nc(N2CCOCC2)n1	35.0%
Cn1c(=S)[nH]c2c(c1=O)C1(CCCC1)Cc1ccccc1-2	18.0%
Cc1ccc(-c2nc3cc(Cl)cc(Cl)c3o2)cc1NC(=O)c1ccccc1Br	16.0%
CCOc1ccccc1NC(=O)C(=O)N/N=C/c1ccc(C(C)(C)C)cc1	0.0%
CCOC(=O)c1sc(NC(=O)C2c3ccccc3Oc3ccccc32)c(C(N)=O)c1C	13.0%
Cc1ccc(NC(=O)COc2ccc3ccccc3c2)c(C)c1	15.0%
COc1cc2ccccc2cc1C(=O)NC(=S)Nc1ccc(-c2nc3ncccc3o2)cc1	7.0%
O=C1/C(=C/c2ccc(Br)o2)SC(=S)N1c1ccc([N+](=O)[O-])cc1	9.0%
Cc1cccc(NC(=O)C(=O)NNC(=O)c2ccc(C(C)(C)C)cc2)c1	8.0%
COCCCNC(=O)CN(c1cccc(C(F)(F)F)c1)S(C)(=O)=O	1.0%
C=CCOc1ccc(Cl)cc1/C=C1/C(=O)NN(c2ccccc2)C1=O	9.0%
Cc1[nH]c2ccc(Br)cc2c1CC(=O)NNS(=O)(=O)c1ccccc1	1.0%
CCCN(CCC)CN1C(=O)S/C(=C/c2ccc(C)cc2)C1=O	10.0%
Cc1ccc(C(=O)N/C(=C\c2ccccc2Cl)C(=O)Nc2ccc(Cl)cc2)cc1	18.0%
CC1CC(=O)C2=C(C1)OC(N)=C(C#N)C2c1cccc(F)c1 (stereo not given)	7.0%
CCCC(=O)Nc1cccc(NC(=O)c2ccc(OC)c(Br)c2)c1	9.0%
O=C(NCCc1ccc(Cl)cc1)C(=O)Nc1ccccc1	9.0%
CN(c1ccc(C(=O)Nc2cc(Cl)ccc2Cl)cc1)S(=O)(=O)c1ccccc1	54.0%*
Cc1ccc(/C=N\N2CCN(c3ccccc3)CC2)cc1	7.0%
CC(=O)Nc1cccc2c1C(=O)N(c1ccccc1C)C2=O	10.0%
C/C(=N\NC(=O)C1CC1)c1cccnc1	6.0%
COc1ccc(NC(=O)c2cc3ccccc3oc2=O)cc1	26.0%
CCOC(=O)CC(C(=O)OCC)P(=O)(c1ccccc1)c1ccccc1 (stereo not given)	1.0%
COc1cc(C(=O)NC(NC(=S)Nc2ccc(NC(C)=O)cc2)C(Cl)(Cl)Cl)cc(OC)c1OC (stereo not given)	19.0%
CCC(=O)N1N=C(C)CC1(O)c1ccccc1 (stereo not given)	0.0%
CC(NC(=O)c1ccccc1)C(=O)OCC(=O)Nc1ccc(S(N)(=O)=O)cc1 (stereo not given)	1.0%
O=c1c2c(nc3c(-c4cccc5ccccc45)c(Cc4ccccc4)[nH]n13)CCCC2	3.0%
Cc1cccc(COc2cccc(/C=C3/SC(=S)NC3=O)c2)c1	0.0%
Cc1cccc(NC(=O)c2ccccc2C(F)(F)F)c1	2.0%
O=C1NC(=O)N(c2ccc(Cl)cc2)C(=O)/C1=C/c1ccc(Oc2ccc([N+](=O)[O-])cn2)cc1	5.0%
O=C(NCC1(c2ccccc2)CCCC1)c1cc2ccccc2o1	0.0%
COc1ccccc1-n1c(O)c(C=Nc2ccc(N(C)C)cc2)c(=O)[nH]c1=O	10.0%
CCCc1ccc2c(N)c(C(=O)c3ccc(Cl)cc3)sc2n1	12.0%
O=C(NC(=S)Nc1ccc(Cl)c([N+](=O)[O-])c1)c1ccccc1	1.0%
COc1ccc(/C=C/C(=O)Nc2cc(C)ccc2C)cc1	0.0%
COc1ccc2c(c1)c(=O)oc1cc(OC(C)C(=O)c3ccccc3)ccc12 (stereo not given)	4.0%
CC(=O)C1C(=O)CC(C)(O)C(C(C)=O)C1c1ccc(N(C)C)cc1 (stereo not given)	0.0%
CCOC(=O)c1c(NC(=O)COc2ccccc2)sc2c1CC(C)(C)OC2	7.0%
CCOC(=O)c1ccc(-c2ccc(/C=C3/C(=O)NN(c4ccc(F)cc4)C3=O)o2)cc1	16.0%
COc1cc(NC2C3CC4CC(C3)CC2C4)cc(OC)c1OC (stereo not given)	13.0%
O=C(Nc1ccccc1C(=O)Nc1ccc(Cl)cc1)c1ccco1	8.0%
Cc1ccc(/C=C2\C(=O)NC(=S)N(c3ccc(Cl)cc3Cl)C2=O)cc1	9.0%
CCOC(=O)C1=C(C)N=c2s/c(=C/c3ccc(N(C)C)c(Br)c3)c(=O)n2C1c1ccccc1OC (stereo not given)	9.0%
Cc1ccc(N(CC(=O)N=Nc2c(O)[nH]c3ccccc23)S(=O)(=O)c2ccccc2)cc1	24.0%
CCc1c(C(C)=O)oc2ccc3c(C)cc(=O)oc3c12	34.0%
O=C1N=c2ccccc2=C1c1[nH]c(=S)n(-c2ccccc2)c1O	26.0%

Further structures follow.
canonical_smiles	RNase H inhibition
O=C(N/N=C/c1ccc(-c2ccccc2Cl)o1)c1ccccc1O	24.0%
O=C(CCCN1C(=O)/C(=C/c2ccccc2Cl)SC1=S)Nc1cccc(F)c1	14.0%
C=C(C)CSc1nc(SCC(=C)C)c2c3c(sc2n1)COC(C)(C)C3	7.0%
CCOc1ccc(NC(=O)CN(c2ccc(OC)cc2)S(C)(=O)=O)cc1	5.0%
COc1cc(/C=C2\C(=O)NC(=S)N(c3ccc(F)cc3)C2=O)cc(I)c1OC	13.0%
COc1ccc(C2CC(=O)C3=C(C2)NC(C)=C(C#N)C3c2cc(OC)c(OC)cc2Br)cc1 (stereo not given)	7.0%
O=C(Nc1ccccc1-c1nc2ccccc2s1)c1cccc(Cl)c1	0.0%
Cc1occc1C(=O)N1CCCc2ccccc21	3.0%
CCc1cc(=O)oc2cc(OCc3cccc(C(F)(F)F)c3)ccc12	0.0%
Cc1ccc(S(=O)(=O)N/N=C/c2ccccc2C(F)(F)F)cc1	15.0%

Arranged by formula weight (largest number first): part of the list above
canonical_smiles	RNase H inhibition
C=C(C)CSc1nc(SCC(=C)C)c2c3c(sc2n1)COC(C)(C)C3	7.0%
O=C(Nc1ccccc1-c1nc2ccccc2s1)c1cccc(Cl)c1	0.0%
Cc1occc1C(=O)N1CCCc2ccccc21	3.0%

Other results follow:
canonical_smiles	RNase H inhibition
Cc1ccc2[nH]c3nc(N/N=C/c4cccc(Br)c4)nnc3c2c1	0.0%
Cc1ccc(C2=CC(=O)N(c3cccc(C(F)(F)F)c3)C2=O)cc1	10.0%
CC(C)Oc1ccc(C2CC(=O)N(c3cccc(Br)c3)C2=O)cc1 (stereo not given)	1.0%
Cc1c(C(=O)NC(=S)Nc2ccc(Cl)cn2)oc2ccccc12	13.0%
Cc1nnc(SCC(=O)Nc2ccc3c(c2)C(=O)c2ccccc2C3=O)s1	8.0%
N/C(=N\OC(=O)C1CCCCC1)c1cccc([N+](=O)[O-])c1	15.0%
N#C/C(=C/Nc1cc(Cl)cc(Cl)c1)c1nc(-c2ccc3c(c2)OCO3)cs1	39.0%
COc1cc(OC)c(OC)cc1CN1CCN(S(C)(=O)=O)CC1	6.0%
CCN1CCN(CC(=O)N/N=C/c2cc(Br)cs2)CC1	10.0%
COc1cc(C)ccc1OCCCCOc1c(C)ccc(C)c1C	12.0%

3 entries from above in another layout.
Cc1nnc(SCC(=O)Nc2ccc3c(c2)C(=O)c2ccccc2C3=O)s1
- RNase H inhibition: 8.0%

N#C/C(=C/Nc1cc(Cl)cc(Cl)c1)c1nc(-c2ccc3c(c2)OCO3)cs1
- RNase H inhibition: 39.0%

COc1cc(OC)c(OC)cc1CN1CCN(S(C)(=O)=O)CC1
- RNase H inhibition: 6.0%

Next part
canonical_smiles	RNase H inhibition
O=C1NC(=S)NC(=O)C1=Cc1cc2c(cc1Cl)OCO2	27.0%
COc1ccc(OCCOc2ccc(Cl)cc2/C=C2\SC(=O)NC2=O)cc1	21.0%
C=CCOC(=O)C1=C(C)NC(=O)NC1c1ccccc1F (stereo not given)	6.0%
COC(=O)c1sc(NC(=O)c2sc3ccccc3c2Cl)nc1C	11.0%
COc1ccc(N2CCSC2c2ccco2)cc1 (stereo not given)	0.0%
COc1ccc(C=Nc2ccc(-c3ccc(N=Cc4ccc(OC)c([N+](=O)[O-])c4)c(C)c3)cc2C)cc1[N+](=O)[O-]	5.0%
COc1ccc(C(O)(CNCc2ccccc2)c2ccc(Br)cc2)cc1 (stereo not given)	11.0%
COc1cc(N)ccc1-n1c(C)ccc1C	42.0%
